Source: PubChem BioAssay (several laboratories)
CHRM5_agonist: human M5 muscarinic receptor agonists, primary screen, CHO-K1 cells, Fluo-8 calcium fluorescence | Muscarinic acetylcholine receptor M5 (Homo sapiens), P08912 | CHO-K1 hM5 cells; 0% DMSO wells, 100% maximal acetylcholine response | activation, % at 3 µM | actives 0.19% (n = 360,000) | AID 624037, 2012;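 active = activation above the run's mean over test compounds plus 3 SD, cut at about 23% in these data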;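 also: signal is peak over basal fluorescence ratio across the kinetic read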
CHRM4_PAM: human M4 muscarinic receptor positive allosteric modulators, primary screen, CHO-K1 cells, Fluo-8 calcium fluorescence; actives 0.4% (n = 360,000); CHO-K1 hM4/Gqi5, ACh EC20; 0% = ACh EC20, 100% = maximal ACh; activation, % at 3 µM; AID 624126, 2012;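 active = activation above its plate's cutoff, the mean activation of sample wells plus 3 SD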; also: some results filed as inactive read as strong as hits
Target sequence (P08173 whole entry, looked up): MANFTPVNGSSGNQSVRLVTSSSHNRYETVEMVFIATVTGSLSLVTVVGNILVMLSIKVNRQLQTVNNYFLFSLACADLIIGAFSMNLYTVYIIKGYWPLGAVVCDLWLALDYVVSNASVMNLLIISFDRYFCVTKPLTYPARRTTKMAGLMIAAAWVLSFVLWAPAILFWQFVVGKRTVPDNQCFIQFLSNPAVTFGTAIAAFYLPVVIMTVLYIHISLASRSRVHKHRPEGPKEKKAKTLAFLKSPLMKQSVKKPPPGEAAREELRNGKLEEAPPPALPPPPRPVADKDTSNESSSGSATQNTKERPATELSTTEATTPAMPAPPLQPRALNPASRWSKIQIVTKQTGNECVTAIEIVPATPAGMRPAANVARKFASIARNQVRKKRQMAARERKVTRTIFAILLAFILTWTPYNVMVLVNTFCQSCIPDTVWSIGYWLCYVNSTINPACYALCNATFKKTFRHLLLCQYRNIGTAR
CHRM5_antagonist: human M5 muscarinic receptor antagonists, primary screen, CHO cells, Fluo-8 calcium fluorescence | Muscarinic acetylcholine receptor M5 (Homo sapiens), P08912 | CHO-hM5 cells, ACh EC80 | inhibition, % at 3 µM | actives 0.59% (n = 360,000);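 active = inhibition above a per-plate cutoff, the mean of that plate's test compounds plus 3 SD, cut at about 27% in these data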;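 also: 0% = acetylcholine EC80 with DMSO and 100% = DMSO without agonist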
CHRM5_PAM: human M5 muscarinic receptor positive allosteric modulators, primary screen, CHO-K1 cells, Fluo-8 calcium fluorescence. AID 624038, 2012. activation, % at 3 µM. CHO-K1 hM5, ACh EC20 PAM; 0% = ACh EC20, 100% = ACh EC100. actives 0.3% (n = 360,000). Muscarinic acetylcholine receptor M5 (Homo sapiens), P08912;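 active = activation above the run cutoff, the mean activation of all test compounds plus 3 SD, cut at about 18% in these data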
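System: CHO-K1 hM5 cells. Reagent: acetylcholine, EC20 level. Compound dosing: single dose, 3 µM nominal final test concentration. Timing: Post-acetylcholine fluorescence recording 140 s. Detection: Fluo-8 calcium fluorescence. Read-out: % activation, ACh-normalized. Benchmarks: ACh EC20 and EC100 wells. Repeats: singlicate, one well per test compound.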
TAAR1_ag: human TAAR1 agonists, primary screen, Fluo-8 calcium fluorescence, CHO RD-HGA16 cells; Trace amine-associated receptor 1 (Homo sapiens), Q96RJ0; vehicle wells 0%, saturating PEA agonist 100%; activation, % at 3 µM; actives 0.99% (n = 360,000);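 active = activation above the mean activation of all test compounds in the run plus 3 SD, cut at about 38% in these data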
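Assay system – CHO-derived RD-HGA16 cells with stable Gα16 and human TAAR1 · Compound dosing – one-point dosing at 3 µM (nominal) · Incubation – 17-24 h seeding, 75 min 37 °C dye, 30 min RT · Measured by – kinetic Fluo-8 calcium fluorescence · Control set – DMSO vehicle as 0%, PEA at EC100 as 100% · Repeats – single well for each compound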
M1_PAM_parental: nonselective calcium activators in parental CHO-K1 cells, primary screen, counter-screen for M1 PAM project, cell-based, Fluo-8 calcium fluorescence, full deck, 1536-well. ATP EC20; 0% at ATP EC20, 100% at ATP max. activation, % at 3 µM. actives 0.02% (n = 360,000). AID 602247, 2012;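 active = activation above the run cutoff, the mean activation of all test compounds plus 3 SD, cut at about 40% in these data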;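 also: peak over basal fluorescence ratio in a 140 s read after ATP addition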
TAAR1_antag: human TAAR1 antagonists, primary screen, Fluo-8 calcium fluorescence, CHO RD-HGA16 cells | Trace amine-associated receptor 1 (Homo sapiens), Q96RJ0 | antagonist | inhibition, % at 3 µM | actives 1.5% (n = 360,000) | AID 624466, 2012;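 active = inhibition above a per-plate cutoff, the mean inhibition of test compounds on that plate plus 3 SD, cut at about 49% in these data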;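 also: 0% = DMSO plus EC80 beta-PEA response and 100% = DMSO alone without agonist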
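Test system: RD-HGA16 CHO cells with stable hTAAR1 and Gα16 / Probe or stimulus: EC80 β-phenethylamine stimulus / Times: seeding 17-24 h prior, 75-min 37 °C, 30-min RT dye loading / Detection: Fluo-8 calcium-sensitive fluorescence / Read-out basis: % inhibition scaled between DMSO and EC80 PEA controls / Repeats: singlicate, one well per test compound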
CRFR2-BP_ag: agonists of CRF-BP/CRF-R2 complex, primary screen, cell-based, HEK293, calcium dye fluorescence, uHTS | calcium dye fluorescence (FLIPR); percent of saturating CRF peptide response | activation, % at 13.2 µM | actives 0.46% (n = 350,000) | AID 588473, 2011;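 active = activation of at least 50%, plus an integration ratio under a set limit after plate pattern correction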;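 also: plate controls were neutral control wells without compound for no effect and CRF at EC100 for full effect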
CRFBP-R2_block: antagonists of CRF-BP/CRF-R2 complex, primary screen, cell-based, HEK293, calcium dye fluorescence, uHTS; CRF-induced calcium fluorescence; inhibition, % at 11.8 µM; actives 0.59% (n = 350,000); AID 588475, 2011;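 active = inhibition of the ligand-induced calcium signal above about 50% at the single tested concentration, limit read from the data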
Active calls of the source: *.

The opening two compounds, ahead of the listing:
SMILES CHRM5_agonist CHRM4_PAM CHRM5_antagonist CHRM5_PAM TAAR1_ag M1_PAM_parental TAAR1_antag CRFR2-BP_ag CRFBP-R2_block
C=CCOc1ccc(CC2C(=O)N(C)C(=O)N(C)C2=O)cc1 -0.2 7.2 -0.2 -2.0 1.4 -4.3 -4.0 -0.5 -1.6
Oc1c(Cl)cccc1Cc1cc(Cl)cc(Cl)c1O 4.0 -3.3 29.6* -23.7 0.4 -22.2 18.3 21.4 42.0

The listing (from the top)
SMILES CHRM5_agonist CHRM4_PAM CHRM5_antagonist CHRM5_PAM TAAR1_ag M1_PAM_parental TAAR1_antag CRFR2-BP_ag CRFBP-R2_block
C=CCOc1ccc(CC2C(=O)N(C)C(=O)N(C)C2=O)cc1 -0.2 7.2 -0.2 -2.0 1.4 -4.3 -4.0 -0.5 -1.6
Oc1c(Cl)cccc1Cc1cc(Cl)cc(Cl)c1O 4.0 -3.3 29.6* -23.7 0.4 -22.2 18.3 21.4 42.0
CCC1=CCN(CCc2c(C)[nH]c3ccccc23)CC1 -1.8 -6.4 6.4 -2.0 1.6 -7.6 0.0 -0.7 1.6
O=C(N/N=C/c1c(O)n(Cc2ccc(F)cc2)c(=S)[nH]c1=O)c1ccncc1 4.0 0.2 5.2 -2.0 1.7 22.4 -12.9 3.2 6.3
O=C(NC(=O)N1CCC2(CC1)OCCO2)c1ccc(Cl)cc1 3.9 -4.1 -0.4 4.5 4.2 -7.2 -15.0 -0.3 11.2

As a short view, part of the list above:
SMILES CHRM5_agonist CHRM4_PAM CHRM5_antagonist CHRM5_PAM TAAR1_ag M1_PAM_parental TAAR1_antag CRFR2-BP_ag CRFBP-R2_block
C=CCOc1ccc(CC2C(=O)N(C)C(=O)N(C)C2=O)cc1 -0.2 7.2 -0.2 -2.0 1.4 -4.3 -4.0 -0.5 -1.6
Oc1c(Cl)cccc1Cc1cc(Cl)cc(Cl)c1O 4.0 -3.3 29.6* -23.7 0.4 -22.2 18.3 21.4 42.0

Reprinted at random: two compounds from above
SMILES CHRM5_agonist CHRM4_PAM CHRM5_antagonist CHRM5_PAM TAAR1_ag M1_PAM_parental TAAR1_antag CRFR2-BP_ag CRFBP-R2_block
CCC1=CCN(CCc2c(C)[nH]c3ccccc23)CC1 -1.8 -6.4 6.4 -2.0 1.6 -7.6 0.0 -0.7 1.6
O=C(NC(=O)N1CCC2(CC1)OCCO2)c1ccc(Cl)cc1 3.9 -4.1 -0.4 4.5 4.2 -7.2 -15.0 -0.3 11.2

These rows are one share of the data (hit frequency here may not be typical).
